Glioma ERSR ind: induces the endoplasmic reticulum stress response in human glioma cells. U87-MG GRP78 promoter luciferase reporter, 16 h. Potency, µM, inactives show at the highest dose activation, most hits filed as activators. 0.02% of 420,000 active; further: potency means the concentration at half of the fitted maximal effect; series mostly up to about 76 µM; % of control where 0% means no effect; nearly all actives have a fitted effect of over 35% in size
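Stably transfected U87-MG glioma cells carrying a GRP78-based luciferase sensor; 16 h compound incubation. Luminescence end-point read 10 min after Bright-Glo addition at room temperature.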
RXFP1 ag: RXFP1 (human) receptor agonism; 0.3% of 370,000 active; Q9HBX9; HEK293T-RXFP1 cAMP TR-FRET, 30 min; response scale: percent of porcine relaxin response, buffer zero; Potency, µM (top dose mostly 57.5 µM), inactives show top-dose activation, usual class: activators; further: potency means the concentration at half of the fitted maximal effect; on the % scale 0 is the no-effect control and ±100 the full control effect; nearly all actives have a fitted effect of over 60% in size; many of its hits are not listed in these tables
Target sequence (Q9HBX9 whole entry, looked up): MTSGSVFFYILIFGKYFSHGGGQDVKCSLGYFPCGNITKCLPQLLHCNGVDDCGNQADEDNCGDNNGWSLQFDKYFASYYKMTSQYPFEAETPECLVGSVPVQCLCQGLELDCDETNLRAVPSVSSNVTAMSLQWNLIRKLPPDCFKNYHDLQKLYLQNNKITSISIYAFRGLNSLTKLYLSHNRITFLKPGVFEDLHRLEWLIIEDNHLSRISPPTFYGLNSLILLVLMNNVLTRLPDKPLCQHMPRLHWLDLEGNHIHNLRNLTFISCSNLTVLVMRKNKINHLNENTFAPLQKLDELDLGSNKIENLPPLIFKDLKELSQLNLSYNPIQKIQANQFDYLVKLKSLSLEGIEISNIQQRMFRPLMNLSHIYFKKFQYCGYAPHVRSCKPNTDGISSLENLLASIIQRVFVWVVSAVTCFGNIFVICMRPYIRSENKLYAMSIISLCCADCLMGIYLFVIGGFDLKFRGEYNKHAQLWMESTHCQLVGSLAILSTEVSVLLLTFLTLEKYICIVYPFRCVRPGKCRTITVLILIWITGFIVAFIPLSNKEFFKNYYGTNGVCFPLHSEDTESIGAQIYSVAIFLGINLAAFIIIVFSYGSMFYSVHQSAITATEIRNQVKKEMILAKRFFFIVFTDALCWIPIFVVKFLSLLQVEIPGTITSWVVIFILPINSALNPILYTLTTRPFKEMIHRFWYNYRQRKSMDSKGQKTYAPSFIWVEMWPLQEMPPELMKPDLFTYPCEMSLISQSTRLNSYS
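HEK293T cells stably expressing RXFP1 were pretreated with the PDE4 inhibitor Ro 20174, exposed to compounds for 30 min at 37C, lysed, and cAMP was read by TR-FRET. Data normalized to buffer (basal) and 29 nM porcine relaxin (100%).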
LDHA inh: LDHA (human) enzyme inhibition; P00338; purified LDHA, NADH/diaphorase-resazurin fluorescence; stronger effect = lower value; activity change, % (values are at about 110 or 230 µM); 0.15% of 480,000 active; AID 1347041; in the data active means activity change below about -30%; inconclusive means mostly about -25% to -30%;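 further: plate controls were DMSO wells for no effect and wells without enzyme for full effect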
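Remaining NADH was detected by diaphorase (0.133 mg/mL) converting 37 µM resazurin to fluorescent resorufin, read at 0 and 20 minutes. The preceding 5-minute room-temperature reaction used 2 nM LDHA, 0.2 mM sodium pyruvate and 0.06 mM NADH at pH 7.4.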
TrxR1 substrate: is turned over as a substrate by rat TrxR1; purified TrxR1 substrate turnover, NADPH consumption readout; Potency, µM (titrated, usually from 114 µM), for the others: top-dose activity change, negative = substrate turnover; 0.01% of 390,000 active; AID 588456; further: potency means the concentration at half of the fitted maximal effect; on the % scale 0 is the no-effect control and ±100 the full control effect; nearly all actives have a fitted effect of over 50% in size
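Rat TrxR1, dispensed at 90 nM, was prereduced with 400 uM NADPH (final) for 5 min at ~22 deg C, then incubated with compound 15 min before 400 uM selenite. A first-read NADPH fluorescence drop versus no-compound background flagged substrates.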
USP1 inh: inhibitors of human USP1/UAF1 deubiquitinase; recombinant USP1/UAF1, Ub-Rhodamine cleavage fluorescence; Potency, µM (doses to about 57.1 µM), inactives show at the top dose activity change, negative = inhibition, most hits filed as inhibitors; 0.23% of 390,000 active; further: potency means the concentration at half of the fitted maximal effect; on the % scale 0 is the no-effect control and ±100 the full control effect; nearly all actives have a fitted effect of over 60% in size; inactives centre near -12
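USP1/UAF1 complex at 1 nM was preincubated with compound for 15 min at room temperature, then Ub-Rho substrate (150nM final) was added. Fluorescence (480/540 nm) was read kinetically, 6 reads every 60 seconds.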
PI4K2A block: blocks human PI4K2A kinase activity; 0.13% of 420,000 active; AID 1346378; purified PI4K2A, ADP-Glo luminescence, 1 h; stronger effect = lower value; Q9BTU6; activity change, negative = inhibition, % at 76.9 µM; in the data active means activity change below about -50%; inconclusive means mostly about -30% to -49%;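 further: -100% = wells without enzyme as full effect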
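In this quantitative HTS, ADP production by PI4K2A was quantified luminescently after 1 h at ambient temperature; 100 microM adenosine served as plate-quality control.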
mIDH1 inhibitor: blocks human mutant IDH1 R132H enzyme | IDH1-R132H enzyme, NADPH consumption, diaphorase/resazurin fluorescence | Potency, µM (highest dose often 76.6 µM), without a hit: at the highest dose activity change, negative = inhibition, most hits filed as inhibitors | 0.093% of 390,000 active | O75874 | AID 602179; further: potency means the concentration at half of the fitted maximal effect; on the % scale 0 is the no-effect control and ±100 the full control effect; nearly all actives have a fitted effect of over 65% in size
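IDH1-R132H (0.5 ug/mL) preincubated 30 min with compound, then NADPH (0.016 mM) and alpha-KG (2 mM) added; 80 min at RT, pH 7.5. Remaining NADPH coupled via diaphorase/resazurin to fluorescence (540/590 nm); concentration-response curves normalized to no-enzyme control.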
Vif-A3G inh: Vif-A3G binding inhibition | Q9HC16 | HeLa A3G-eYFP + Vif (tagged APOBEC3G with the HIV-1 protein that degrades it), YFP fluorescence, overnight | Potency, µM (highest dose often 46.1 µM), for the others: top-dose activity, negative = active, usual class: inhibitors | 0.076% of 410,000 active | AID 602310;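 further: potency means the concentration at half of the fitted maximal effect; on the % scale 0 is the no-effect control and ±100 the full control effect; nearly all actives have a fitted effect of over 60% in size; hits raise eYFP signal because A3G escapes Vif-driven loss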
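HeLa cells stably expressing Vif and C-terminally eYFP-tagged A3G, seeded overnight at 37 deg C, then exposed to compound by pintool overnight at 37 deg C. Rise in yellow fluorescence (Ex 488/Em 500-530, Acumen) marks blocked Vif-driven A3G degradation.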
Vif-APOBEC3F blk: blocks the Vif interaction with APOBEC3F; 0.2% of 390,000 active; Potency, µM (titrated, usually from 46.1 µM), without a hit: at the highest dose activity, negative = active; HeLa A3F-eYFP + Vif (tagged APOBEC3F with the HIV-1 protein that degrades it), YFP fluorescence increase; further: potency means the concentration at half of the fitted maximal effect; % of control where 0% means no effect; nearly all actives have a fitted effect of over 65% in size
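Fluorescence increase (Ex 488/Em 500-530) after overnight compound treatment at 37 deg C flags inhibition of Vif-driven A3F-eYFP loss in stable HeLa A3F-eYFP/Vif cells seeded overnight beforehand.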
* marks the source's active call; other numbers are inactive results; u = inconclusive; x = not tested or not shown; [ ] = remark or other dose. Unless noted, the call rests on the fitted dose curve; in most records, active means well fitted curve in the direction sought with a large enough effect; inconclusive means small, poorly fitted or top-dose-only effect, or another doubt; inactive means no such curve, though single readings can be large; an effect the other way counts as inactive or inconclusive. This is a subset; the hit share may differ from the screen's.

SMILES	Glioma ERSR ind	RXFP1 ag	LDHA inh	TrxR1 substrate	USP1 inh	PI4K2A block	mIDH1 inhibitor	Vif-A3G inh	Vif-APOBEC3F blk
CCN(CC)/C(Sc1ccccc1)=C(/C(Cl)=C(Cl)Cl)[N+](=O)[O-]	-5%	2.8%	2	-1%	-18%	-3	0%	7%	2%
CCOC(=O)C1=C(C)N=c2s/c(=C\c3ccc(OCC(=O)O)cc3)c(=O)n2C1c1ccccc1OC (centres undefined)	-2%	0.0%	-2	-16%	u	6	5%	0%	-24%
Cc1noc(C)c1NC(=O)N(C)C[C@@H]1OCc2ccccc2-c2c(n(C)c3ccccc23)C(=O)N([C@H](C)CO)C[C@H]1C	-7%	x	-6	x	u	4	2%	-14%	2%
CC(C)(C)OC(=O)N(CCc1ccccc1)Cc1ccc(OCc2cccc(NC(=O)C3CCC3)c2)cc1	-2%	x	2	0%	-28%	-4	-3%[38.3 µM]	6%	-1%
CCCCNc1c(-c2ccc(SC(C)CC)cc2)nc2cnccn12 (centres undefined)	-13%	x	10	-14%	-20%	-6	7%	u	10µM*
COc1cc(C(=O)OCC(=O)N2CCNC2=O)cc(Cl)c1OC	0%	0.5%	-7	-3%	-21%	-5	0%	0%	-15%
CCOC(=O)c1ccc(-c2c(-c3ccccc3OC)sc3cc4c(cc23)OCO4)cc1F	-2%	3.6%	0	17%[57.1 µM]	20%	-5	1%	-5%	-7%
Clc1c(Cl)c(Cl)c2n[nH]nc2c1Cl	-3%	-1.5%	-22	1%	-25%	-2	10%	-20%	-4%
CCc1nnc(NC(=O)C2CCCN2C(=O)Nc2ccc(Cl)cc2)s1 (centres undefined)	-3%	3.9%	-4	3%[57.1 µM]	-18%	-3	-2%	-1%	1%
COc1ccccc1NC(=O)N(Cc1ccco1)Cc1cc2cccc(C)c2[nH]c1=O	-3%	0.2%	-2	-2%	-26%	5	7%	-1%	2%
O=C(Cn1nc(-c2ccco2)ccc1=O)Nc1ccc(Cl)c(Cl)c1	-2%	0.1%	-3	19%	u	2	2%	-7%	8%
Cc1cccc(NC2=NC3(CCCCC3)N=C(N)N2)c1C	-3%	0.5%	-3	-4%	-22%	4	12%	-3%	0%
COc1ccccc1Nc1nc(N)nc(CN2CCC(Cc3ccccc3)CC2)n1	-4%	1.3%	-10	-2%	-8%	3	-4%	0%	-2%
CC(C)CCN1CCN(CC#Cc2ccccc2)CC1CCO (centres undefined)	-7%	0.4%	2	0%	-15%	6	15%	-1%	-4%
Cc1cc(C)c(NC(=O)CS(=O)CC(=O)NCC2CCCO2)c(C)c1 (centres undefined)	-4%	0.5%	-8	5%	-23%	0	1%	-2%	-23%
Cc1cn2c(=O)cc(COC(=O)c3ccc(NC(=O)COc4ccc(C)c(C)c4)cc3)nc2s1	1%	1.3%	-13	5%[57.1 µM]	-2%	-3	-1%	-2%	1%
Cc1nc(-c2cc(-c3nc(-c4cc(C(F)(F)F)cc(C(F)(F)F)c4)no3)no2)cs1	-6%	0.2%	-5	3%	-25%	-6	6%	0%	-8%
CCN(CC(=O)Nc1ccc(OC)cc1)C(=O)c1ccc2c(c1)NC(=O)CS2	-3%	1.5%	-2	-2%	-6%	-3	3%	-1%	4%
O=C(COc1ccccc1Cl)N1CCN(c2ccc(F)cc2)CC1	-4%	2.2%	-3	5%[57.1 µM]	-17%	6	1%	-6%	-5%
CCC(C)NCC(=O)Nc1ccc(-c2nc3cc(NC(=O)CNC(C)CC)ccc3o2)cc1 (centres undefined)	-3%	4.5%	3	76%[activator][57.1 µM]	-14%	-3	3%	5%	7%
Cc1ccccc1Cn1c(=O)n(-c2ccc(Cl)cc2)c(=O)c2c3c(sc21)CCCC3	-4%	2.8%	-6	0%	-21%	-3	4%	0%	-1%
Cc1cc(C)cc(N(CC(=O)N2CCCCCC2)S(C)(=O)=O)c1	-4%	-0.4%	-1	-6%	-11%	6	-10%	-3%	7%
Cc1cc(C)c2c(c1)cc(C)c1nnc(SCC(=O)N3CCCc4ccccc43)n12	-5%	-0.2%	-6	3%[0.457 µM]	-12%	2	0%	-3%	5%
Cc1ccc(C(=O)OCC(=O)NCc2ccco2)s1	-1%	-0.7%	-6	8%[57.1 µM]	10%	-5	1%	0%	-27%
Cc1ccc(NC(=O)c2ccc(NCCN)c([N+](=O)[O-])c2)cc1Cl	3%	0.1%	2	-5%	-16%	4	2%	-2%	1%
CCN1CCC(N2CCN(c3ccc(F)cc3)CC2)CC1	-5%	1.1%	-8	0%[57.1 µM]	-9%	-3	18%	0%	-1%
O=C(Nc1cccc(C(=O)O)c1)/C(=C\c1ccccc1)NC(=O)c1cccc2ccccc12	u	-0.7%	-15	2%[11.4 µM]	-26%	-6	3%	2%	-5%
CC(CCc1ccccc1)NC(=O)COC(=O)c1cccs1 (centres undefined)	-1%	0.5%	-4	-4%	-1%	0	-1%	9%	-10%
COc1ccc(NC(=O)CC2C(=O)N(c3ccc(C)cc3)C(=O)N2Cc2cccnc2)cc1 (centres undefined)	1%	-0.6%	1	2%	-9%	-3	-15%	-4%	4%
CC(=O)c1ccc(NC(=O)Cn2c(-n3nc(C)cc3C)nc(C)cc2=O)cc1	-3%	1.1%	-1	-5%[57.1 µM]	-12%	1	2%	-22%	3%
Cc1cccc(-c2cc(NC=O)c3ncc(-c4cccc(C(=O)N(C)C)c4)n3c2)c1	1%	x	-3	x	x	-7	x	-21%	x
C(=C\c1nc2ccccc2o1)/c1ccc2c(c1)OCO2	-5%	x	5	7%	x	x	x	-6%	x
O=C(N/N=C/C1CC=CCC1)c1cc(-c2cccnc2)nc2ccccc12 (centres undefined)	-3%	3.0%	-1	-4%	-25%	3	5%	-19%	4%
Cc1cc(-c2n[nH]c(=S)n2-c2ccccc2)nn1C	-2%	1.0%	-9	-1%	-16%	-5	-2%	0%	5%
COc1c(Cl)cc(C(=O)O)cc1Cl	-3%	x	2	3%	-14%	-8	2%	-1%	1%
C/C(=N\NC(=O)c1cc(C)oc1C)c1ccc(C)c([N+](=O)[O-])c1	1%	-1.8%	-5	2%	-13%	0	1%	-1%	-4%
CC(=O)N1CCOc2ccc(S(=O)(=O)N3CCC(C(=O)NCc4ccc(F)cc4)CC3)cc21	-5%	3.6%	-1	11%	-11%	-4	-2%	0%	12%
O=[N+]([O-])c1ccc(SCCc2ccccn2)cc1	1%	0.0%	1	2%[57.1 µM]	4%	-3	-1%	-2%	1%
Cc1[nH]c2ccccc2c1/C=N/NC(=O)CNC(=O)c1ccc2c(c1)OCO2	-1%	-0.7%	-3	1%[57.1 µM]	-11%	0	12%	-9%	-2%
CNC(=O)/C=C/c1cccc(C(F)(F)F)c1	1%	1.5%	0	1%	-24%	-3	-7%	-1%	-7%
COCCCn1c(SCC(=O)n2c(C)c(C)c3ccccc32)nnc1-c1ccoc1C	-2%	0.6%	1	-9%	-11%	3	4%	-1%	x
O=C(Nc1ccc(Cl)c([N+](=O)[O-])c1)c1ccc2c(c1)OCCO2	-2%	1.7%	-2	7%[57.1 µM]	-15%	-3	13%	-6%	-10%
COc1cc2nc(Cl)nc(NCCO)c2cc1OC	0%	4.5%	-2	5%	-5%	0	0%	2%	0%
O=C(CNC(=O)c1ccc(F)cc1)N/N=C/c1cc(Br)ccc1OC(=O)/C=C/c1ccco1	-5%	0.0%	-1	-1%	-20%	11	2%	0%	-10%
O=C(CN1CCNC(=O)C1)NCCc1ccc(Cl)cc1Cl	-1%	2.9%	-2	5%	-17%	0	10%	0%	10%
CO/N=C(\Cn1ncc(N2CCCC2)c(Br)c1=O)c1ccc(Cl)cc1	-4%	0.6%	-3	9%[57.1 µM]	-20%	11	1%	-11%	-18%
O=C(O)C(=O)Cc1c[nH]c2ccccc12	1%	4.2%	5	2%	-11%	-4	-21%	-5%	-5%
CCOc1ccc(/C=C(\C#N)C(=O)Nc2ccccn2)cc1	5%	4.6%	5	4%	-11%	-7	9%	0%	0%
O=C1c2ccccc2C(Nc2ccc(Cl)cn2)N1c1ccccn1 (centres undefined)	1%	1.6%	-3	-6%	-3%	0	0%	4%	7%
OCCN(CC#CCC(O)(c1ccccc1)C1CCCC1)CCO (centres undefined)	-3%	-1.7%	-5	11%[57.1 µM]	8%	-1	1%	2%	5%

Three compounds already listed, arranged by the value under USP1 inh, smallest number first:
| Structure | Glioma ERSR ind | LDHA inh | TrxR1 substrate | USP1 inh | PI4K2A block |
| --- | --- | --- | --- | --- | --- |
| CNC(=O)/C=C/c1cccc(C(F)(F)F)c1 | 1% | 0 | 1% | -24% | -3 |
| CO/N=C(\Cn1ncc(N2CCCC2)c(Br)c1=O)c1ccc(Cl)cc1 | -4% | -3 | 9%[57.1 µM] | -20% | 11 |
| Cc1[nH]c2ccccc2c1/C=N/NC(=O)CNC(=O)c1ccc2c(c1)OCO2 | -1% | -3 | 1%[57.1 µM] | -11% | 0 |
